High-throughput results deposited in PubChem BioAssay by Broad Institute.
IDH1 mut inh: inhibitors of IDH1 R132H reductase, primary screen, biochemical, plate reader, single point; diaphorase/resazurin fluorescence, 60 min; 70,000 tested, 0.18% active; inhibition, % at 10 µM; in the data active means inhibition above about 34%;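 further: 0% = DMSO and 100% = no enzyme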
Target sequence (O75874 whole entry R132H): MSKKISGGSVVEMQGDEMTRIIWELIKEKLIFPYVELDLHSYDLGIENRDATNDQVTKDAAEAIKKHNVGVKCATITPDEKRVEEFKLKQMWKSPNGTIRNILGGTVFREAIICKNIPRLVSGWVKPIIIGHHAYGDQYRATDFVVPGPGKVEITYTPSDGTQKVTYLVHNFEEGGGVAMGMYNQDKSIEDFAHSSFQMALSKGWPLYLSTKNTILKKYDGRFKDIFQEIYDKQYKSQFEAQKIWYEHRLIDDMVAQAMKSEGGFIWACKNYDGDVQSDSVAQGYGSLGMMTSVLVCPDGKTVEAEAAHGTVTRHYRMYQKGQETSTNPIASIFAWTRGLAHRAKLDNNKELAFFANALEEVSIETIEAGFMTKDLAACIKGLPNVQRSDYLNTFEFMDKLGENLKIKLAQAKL
EZH2 inh: EZH2/PRC2 methyltransferase inhibitors, primary screen, biochemical, DELFIA time-resolved fluorescence, single point | 57,000 tested, 0.35% active | inhibition, % at 12.5 µM | PRC2 H3K27 methylation, DELFIA TRF, 1 h;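 active means mean inhibition of replicates at least 50% and every single replicate also reaching 50%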;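 further: dimethyl H3K27 on biotinylated H3 21-44 peptide detected by antibody; plate controls were median neutral control wells for no effect and median positive control wells for full effect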
Starred values were filed as active, the others as inactive; . = not tested or not shown. Some of the compounds tested; count on the stated rates, not on these rows.

Values in the order: IDH1 mut inh, EZH2 inh
> O=S(=O)(Cc1ccccc1)NCC[C@H]1CC[C@@H](NS(=O)(=O)c2ccccc2)[C@H](CO)O1
    0.0, -4
> COc1ccc(-c2cc(C(F)(F)F)nc(SCC(N)=O)n2)cc1OC
    0.5, 7
> C[C@@H]1CN([C@@H](C)CO)C(=O)CCCn2cc(nn2)CO[C@H]1CN(C)S(=O)(=O)c1cccc(C#N)c1
    1.0, .
> Cc1ccccc1S(=O)(=O)N(C)C[C@@H]1OCc2ccccc2-c2c(n(C)c3ccccc23)C(=O)N([C@@H](C)CO)C[C@H]1C
    ., -38
> COc1ccccc1S(=O)(=O)N[C@@H]1CC[C@@H](CCn2cc(C3CCCCC3)nn2)O[C@@H]1CO
    0.2, -11
> C[C@H](CO)N1C[C@H](C)[C@H](CN(C)S(=O)(=O)c2cn(C)cn2)Oc2ncc(-c3cc4ccccc4o3)cc2C1=O
    -0.8, 9
> CC(C)NC(=O)Nc1cccc2c1O[C@@H](CN(C)S(=O)(=O)c1cn(C)cn1)[C@@H](C)CN([C@@H](C)CO)C2=O
    -2.6, .
> C[C@H](CO)N1C[C@H](C)[C@H](CN(C)C(=O)C2CC2)Oc2ncc(-c3ccccc3F)cc2C1=O
    -6.3, 3
> C[C@H]1CN([C@@H](C)CO)C(=O)Cc2cc(NC(=O)CCCN(C)C)ccc2O[C@H]1CN(C)S(=O)(=O)c1ccc(Cl)cc1
    0.4, -3
> O=C(COc1cccc2ccccc12)Nc1cccc(C(=O)O)c1
    0.1, 11
> CO[C@@H]1CN(C)C(=O)c2cc(NS(=O)(=O)c3ccc(C)cc3)ccc2OC[C@@H](C)N(Cc2ccccn2)C[C@H]1C
    -0.4, -6
> COc1ccc(COC[C@]23NC(=S)N[C@H](c4ccccc4O2)[C@H]3CO[Si](C)(C)C(C)(C)C)cc1
    ., 9
> C[C@H](CO)N1C[C@H](C)[C@@H](CN(C)CC2CCCCC2)Oc2c(NC(=O)Nc3ccc(F)cc3)cccc2C1=O
    3.6, .
> CC(=O)c1ccc(NC(=O)CSc2nnc3c4ccccc4n(C)c3n2)cc1
    0.1, -8
> C[C@@H]1CCCCO[C@H](CN(C)C(=O)CCC(F)(F)F)[C@@H](C)CN([C@@H](C)CO)C(=O)c2cc(NC(=O)Cc3ccccc3)ccc2O1
    -2.7, .
> O=C(N[C@H]1CC[C@H](CCNS(=O)(=O)c2ccc(F)cc2)O[C@@H]1CO)c1cccnc1
    0.1, -9
> C/C=C/c1cnc2c(c1)C(=O)N([C@H](C)CO)C[C@H](C)[C@@H](CN(C)S(=O)(=O)c1ccccc1F)O2
    ., -13
> CC(C)c1cn(CC[C@@H]2CC[C@H](NC(=O)C3CCCCC3)[C@H](CO)O2)nn1
    4.3, 0
> C[C@@H]1CN([C@H](C)CO)C(=O)c2cccc(NC(=O)Nc3cccc4ccccc34)c2O[C@@H]1CN(C)Cc1ccc(C(=O)O)cc1
    -3.1, 5
> COCC#Cc1cnc2c(c1)C(=O)N([C@@H](C)CO)C[C@@H](C)[C@H](CN(C)Cc1ccccc1)O2
    1.0, -15
> COc1ccc(S(=O)(=O)Nc2ccc3c(c2)C(=O)N([C@H](C)CO)C[C@@H](C)[C@H](CN(C)Cc2ccccc2)OCCCC[C@H](C)O3)cc1
    0.0, .
> C[C@@H]1CCCCO[C@@H](CN(C)CC2CC2)[C@@H](C)CN([C@H](C)CO)C(=O)c2cc(NS(C)(=O)=O)ccc2O1
    0.3, .
> COc1ccc(S(=O)(=O)N[C@@H]2CC[C@@H](CC(=O)NCc3ccccc3F)O[C@H]2CO)cc1
    -0.1, -2
> Cc1ccc(-c2ccc3c(c2)O[C@H](CN(C)C(=O)C2CCC2)[C@H](C)CN([C@@H](C)CO)S3(=O)=O)cc1
    ., 17
> CCCNC(=O)Nc1ccc2c(c1)C(=O)N(C)C[C@H](OC)[C@@H](C)CN(Cc1ccc(-c3ccccn3)cc1)[C@@H](C)CO2
    0.2, -1
> Cc1noc(C)c1S(=O)(=O)Nc1ccc2c(c1)CC(=O)N([C@@H](C)CO)C[C@H](C)[C@H](CN(C)Cc1ccc(C(=O)O)cc1)O2
    4.1, .
> CO[C@@H](CN(C)C(=O)Nc1ccc(Cl)cc1)[C@@H](C)CN(Cc1ccccc1Cl)[C@H](C)CO
    -0.2, 29
> CCCNC(=O)N[C@@H]1CC[C@@H](CCn2cc(C3CCCC3)nn2)O[C@@H]1CO
    0.1, 7
> C[C@@H]1CN([C@@H](C)CO)C(=O)Cc2cc(NC(=O)CCN3CCOCC3)ccc2O[C@H]1CN(C)C(=O)Nc1ccccc1
    -0.6, -12
> N#Cc1c(-c2ccccc2)nc(SCC(=O)N(c2ccccc2)c2ccccc2)[nH]c1=O
    9.0, 52*
> C[C@@H]1CN([C@@H](C)CO)C(=O)c2cc(-c3ccccc3)cnc2O[C@@H]1CN(C)C(=O)Nc1ccccc1
    -0.2, .
> COC(=O)Cc1c(C)nc2nc(NCc3cccs3)[nH]n2c1=O
    0.7, -4
> C[C@@H]1CN([C@@H](C)CO)C(=O)c2cccc(NC(=O)C3CC3)c2O[C@H]1CN(C)Cc1ccncc1
    6.1, -6
> CO[C@H]1CN(C)C(=O)c2ccc(NS(C)(=O)=O)cc2OC[C@H](C)N(Cc2ccccc2)C[C@H]1C
    0.5, 10
> COc1ccc(-c2nnc(SCc3nc4ccccc4c(=O)[nH]3)n2C)cc1
    0.0, -6
> CC(C)NC(=O)N[C@@H]1C=C[C@H](CC(=O)NCCCN(C)C)O[C@H]1CO
    -0.1, 21
> O=C(CSc1nnc(-c2ccccc2)n1-c1ccccc1)Nc1cccc(F)c1
    0.0, 0
> COCC(=O)N1C[C@@H](C)[C@@H](OC)CN(C)C(=O)c2ccc(NC(=O)c3ccc(OC)cc3)cc2OC[C@H]1C
    -0.4, -1
> O=S(=O)(NCc1ccccn1)c1ccc2ccccc2c1
    0.1, 2
> COc1ccc(NC(=O)CN(c2ccc(OC)c(Cl)c2)S(C)(=O)=O)cc1Cl
    -0.1, 7

Continued (4 carried over from the part before).
Values in the order: IDH1 mut inh, EZH2 inh
> O=C(CSc1nnc(-c2ccccc2)n1-c1ccccc1)Nc1cccc(F)c1
    0.0, 0
> COCC(=O)N1C[C@@H](C)[C@@H](OC)CN(C)C(=O)c2ccc(NC(=O)c3ccc(OC)cc3)cc2OC[C@H]1C
    -0.4, -1
> O=S(=O)(NCc1ccccn1)c1ccc2ccccc2c1
    0.1, 2
> COc1ccc(NC(=O)CN(c2ccc(OC)c(Cl)c2)S(C)(=O)=O)cc1Cl
    -0.1, 7
> C=CCn1c2ccccc2c2nnc(SCC(=O)N3c4ccccc4Sc4ccccc43)nc21
    -0.6, -24
> C[C@H]1CN([C@@H](C)CO)C(=O)c2cc(Br)cnc2O[C@H]1CN(C)C(=O)C1CCC1
    -0.3, 7
> C[C@H](NC(=O)C[C@@H]1CC[C@@H](NS(=O)(=O)c2cccc(F)c2)[C@@H](CO)O1)c1ccccc1
    0.3, 6
> O=C(C[C@@H]1CC[C@H](NC(=O)CN2CCOCC2)[C@@H](CO)O1)NCCc1ccccc1
    0.1, 4
> Cc1ccc(S(=O)(=O)N[C@@H]2CC[C@@H](CCn3cc(C(C)C)nn3)O[C@@H]2CO)cc1
    -0.1, -10
> O=C(NCC[C@@H]1CC[C@H](NC(=O)C2CCC2)[C@H](CO)O1)c1ccc(F)cc1
    -0.2, 2
> CC(=O)N(C)C[C@H]1Oc2ncc(-c3ccc(C(=O)N(C)C)cc3)cc2C(=O)N([C@@H](C)CO)C[C@H]1C
    -0.4, .
> Fc1ccc(N2CCN(CCC3OCCc4ccccc43)CC2)cc1 (centres undefined)
    -0.3, .
> Cc1cc(Cl)ccc1N(CC(=O)Nc1cccc(C)c1C)S(C)(=O)=O
    -0.7, -32
> C[C@@H]1CN([C@H](C)CO)C(=O)Cc2cc(NC(=O)Nc3cccc4ccccc34)ccc2O[C@@H]1CN(C)Cc1ccncc1
    -8.8, 0
> COc1ccc(Cl)cc1NC(=O)Nc1cc(C)nc2ccccc12
    -0.7, -20
> C=C1CC[C@H]2C(=C)CC[C@@]3(O)C(=C)C(=O)O[C@@H]3[C@@H]12
    0.0, .
> C[C@H](CO)N1C[C@H](C)[C@@H](CN(C)C(=O)Nc2ccc(F)cc2)Oc2c(NS(=O)(=O)c3cn(C)cn3)cccc2C1=O
    5.2, .
> Cc1ccc(-c2ccc3c(c2)O[C@@H](CN(C)Cc2cncnc2)[C@H](C)CN([C@@H](C)CO)S3(=O)=O)cc1
    0.7, 3
> Cc1noc(C)c1NC(=O)Nc1ccc2c(c1)C(=O)N([C@@H](C)CO)C[C@@H](C)[C@H](CN(C)C(=O)Nc1c(C)noc1C)OCCCC[C@H](C)O2
    1.0, .
> CN(C)CC(=O)N[C@H]1C=C[C@H](CC(=O)NCc2ccccc2F)O[C@H]1CO
    0.1, 4
> CO[C@@H]1CN(C)C(=O)c2ccc(NC(=O)C3CC3)cc2OC[C@@H](C)N(C(=O)CN2CCOCC2)C[C@@H]1C
    0.1, 13
> CCC(=O)N1C[C@@H](C)[C@@H](OC)CN(C)C(=O)c2cc(NC(=O)NC(C)C)ccc2OC[C@@H]1C
    0.1, -1
> O=C(C[C@@H]1CC[C@H](NC(=O)C2CCC2)[C@H](CO)O1)NCC1CC1
    -0.6, 2
> CO[C@@H]1CN(C)C(=O)c2ccc(NC(=O)C3CC3)cc2OC[C@H](C)N(C)C[C@H]1C
    -0.3, 1
> C[C@@H]1CN([C@@H](C)CO)S(=O)(=O)c2ccc(-c3ccccc3)cc2O[C@@H]1CN(C)C(=O)Nc1ccccc1F
    ., -15
> COc1ccc(NC(=O)CSc2ccccc2)cc1NC(=O)c1ccco1
    -0.2, 13
> O=C(OCc1cccc(O)c1O[C@@H]1O[C@H](CO)[C@@H](O)[C@H](O)[C@H]1O)C1(O)C(=O)C2C=CC1C1C=CC(=O)C(O)(C(=O)OCc3cccc(O)c3O[C@@H]3O[C@H](CO)[C@@H](O)[C@H](O)[C@H]3O)C21 (some centres undefined)
    0.5, 26
> C[C@H]1CCCCO[C@H](CN(C)C(=O)NC2CCCCC2)[C@@H](C)CN([C@@H](C)CO)C(=O)c2cc(NC(=O)CCC(F)(F)F)ccc2O1
    -0.3, .
> CC1(C)CCC2(C(=O)OC3OC(COC4OC(CO)C(O)C(O)C4O)C(O)C(O)C3O)CCC3(C)C(=CCC4C5(C)CCC(OC6OCC(O)C(O)C6O)C(C)(C)C5CCC43C)C2C1O (centres undefined)
    0.1, .
> C[C@H](CO)N1C[C@H](C)[C@H](CN(C)C(=O)C2CCOCC2)Oc2cc(-c3ccc(F)cc3)ccc2S1(=O)=O
    -0.5, 10
> C[C@H](CO)N1C[C@H](C)[C@H](CN(C)C(=O)CCC(F)(F)F)OCCCC[C@H](C)Oc2ccc(NC(=O)Cc3ccccc3)cc2C1=O
    0.1, .
> COc1ccc(S(=O)(=O)Nc2ccc3c(c2)C(=O)N([C@H](C)CO)C[C@@H](C)[C@H](CN(C)C(=O)Nc2ccc(C(F)(F)F)cc2)OCCCC[C@@H](C)O3)cc1
    -7.2, .
> O=C(C[C@H]1C[C@H]2c3cc(NS(=O)(=O)c4ccccc4)ccc3O[C@H]2[C@H](CO)O1)NCC1CC1
    -0.1, 0
> O=C(CSc1ccccn1)Nc1ccc(Oc2ccccc2)cc1
    0.2, 32
> COc1ccc(Br)cc1/C=N/NC(=O)c1ccc(C(=O)NO)cc1
    -0.2, -8
> C[C@@H]1CN([C@H](C)CO)C(=O)c2cc(C#CC3(O)CCCC3)cnc2O[C@@H]1CN(C)C(=O)C1CC1
    -0.2, -13
> CNC[C@H]1OCCCC[C@@H](C)Oc2ccc(NS(=O)(=O)c3c(C)noc3C)cc2C(=O)N([C@H](C)CO)C[C@H]1C
    6.8, .
> CC(C)C#Cc1cnc2c(c1)C(=O)N([C@@H](C)CO)C[C@@H](C)[C@@H](CN(C)C(=O)Nc1cccc(F)c1)O2
    -1.9, .
> C[C@H](CO)N1C[C@H](C)[C@@H](CN(C)S(=O)(=O)c2ccc(F)cc2)Oc2cc(C#Cc3ccc(F)cc3)ccc2S1(=O)=O
    -1.5, -17
> Cn1c(SCC(=O)c2cc3ccccc3o2)nnc1-c1ccccc1
    -0.2, 8
> Cc1ccccc1S(=O)(=O)N[C@H]1CC[C@@H](CCn2cc(Cc3ccccc3)nn2)O[C@H]1CO
    0.0, 9
> C/C=C/c1ccc2c(c1)O[C@H](CN(C)C(=O)C1CCCCC1)[C@H](C)CN([C@@H](C)CO)S2(=O)=O
    ., 2
> C[C@H](CO)N1C[C@H](C)[C@@H](CN(C)S(=O)(=O)c2cn(C)cn2)Oc2c(NS(=O)(=O)c3cn(C)cn3)cccc2C1=O
    -0.4, .
> O=C(NCC[C@H]1CC[C@@H](NC(=O)C2CCCCC2)[C@H](CO)O1)c1ccc(F)cc1
    0.2, -1

Sorted by number of heavy atoms (lowest first): six of the compounds above
Values in the order: IDH1 mut inh, EZH2 inh
> COc1ccc(Br)cc1/C=N/NC(=O)c1ccc(C(=O)NO)cc1
    -0.2, -8
> Cn1c(SCC(=O)c2cc3ccccc3o2)nnc1-c1ccccc1
    -0.2, 8
> O=C(NCC[C@H]1CC[C@@H](NC(=O)C2CCCCC2)[C@H](CO)O1)c1ccc(F)cc1
    0.2, -1
> C[C@@H]1CN([C@H](C)CO)C(=O)c2cc(C#CC3(O)CCCC3)cnc2O[C@@H]1CN(C)C(=O)C1CC1
    -0.2, -13
> CNC[C@H]1OCCCC[C@@H](C)Oc2ccc(NS(=O)(=O)c3c(C)noc3C)cc2C(=O)N([C@H](C)CO)C[C@H]1C
    6.8, .
> C[C@H](CO)N1C[C@H](C)[C@@H](CN(C)S(=O)(=O)c2cn(C)cn2)Oc2c(NS(=O)(=O)c3cn(C)cn3)cccc2C1=O
    -0.4, .
